Neddyl block – cullin neddylation inhibition; P61081+Q13564; TR-FRET cullin neddylation, biochemical; calls only at 25 µM; 360,000 compounds, 0.58% hits; in the data active = inhibition above about 36%
FAS-TE inh – FAS thioesterase (human) inhibition | recombinant FAS-TE, OMFH fluorogenic substrate, fluorescence endpoint | inhibition, % at 15 µM | 360,000 compounds, 0.67% hits | AID 602261;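 active = compounds whose normalised, plate-corrected inhibition of enzyme fluorescence in the single-dose primary screen is 50% or more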;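 also: 0% = DMSO with enzyme and 100% = substrate without enzyme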
MT1-MMP act inh – inhibitors of human MT1-MMP activation; P50281; HT1080 RFP-PRO-GFP cells, GFP/RFP ratio fluorescence, overnight; percent of plate control window, DMSO zero; GFP/RFP ratio change, % at 20 µM; 360,000 compounds, 0.061% hits;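 active = GFP/RFP ratio change of at least 30% with cell ATP level not reduced by more than half and red fluorescence within 50% of control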; also: strong numbers were not always called active
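Assay system: RFP-PRO-GFP reporter HT1080 cells; read-out basis: GFP/RFP fluorescence ratio; benchmarks: DMSO wells and RFP-L50D-GFP cells; doses: 20 µM single dose, 1% DMSO; schedule: overnight cell settling, then overnight compound exposure, 37 °C, 5% CO2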
PABP1 MLLE inh – inhibitors of microRNA-mediated deadenylation, human PABP1 MLLE binding; GST-MLLE / FITC-PAM2 fluorescence polarization; 360,000 compounds, 0.36% hits; inhibition, % at 20 µM; P11940; in the data active = inhibition above about 35%, passing the limit was not always enough;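 also: plate controls were DMSO wells with GST-MLLE for no effect and wells lacking GST-MLLE protein for full effect; some results filed as inactive read as strong as hits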
NadD inh – NadD (S. aureus) enzyme inhibition | 360,000 compounds, 0.78% hits | purified NadD enzyme, colorimetric absorbance read-out | AID 602399 | inhibition, % at 20 µM; in the data active = inhibition above about 26%; also: some compounds past the cut are filed as inactive
CSN deneddyl inh – CSN deneddylation inhibition; Purified CSN, SCF-Nedd8-OG deneddylation, fluorescence polarization; Q92905; inhibition, % at 12.5 µM; 360,000 compounds, 0.38% hits;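 active = pattern-corrected inhibition above about 35%, with an unprinted fluorescence ratio check between 0.5 and 1.5, limit read from the data, passing the limit was not always enough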;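 also: 0% = enzyme with substrate and 100% = substrate without enzyme; some results filed as inactive read as strong as hits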
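Test system: purified human Csn5 enzyme expressed in HEK293T cells. Amount: 0.24 nM enzyme. Reagent: SCFSkp2-Nedd8OG substrate at 10 nM final. Schedule: 90 min incubation of compound, enzyme and substrate at room temperature. Detection: fluorescence polarization. Read-out: % inhibition of substrate cleavage by Csn5.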
Rpn11 block – inhibitors of human proteasome Rpn11; O00487; human 26S proteasome, Ub4-pepOG fluorescence polarization; 20S core pre-blocked with epoxomicin; calls only at 20 µM; 360,000 compounds, 0.59% hits; AID 588493;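 active = inhibition at 20 µM, scaled to each plate's controls, above about 33%, limit read from the data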
Rin1-Abl PPI inh – human Rin1-Abl interaction inhibition; P00519+Q13671; TR-FRET Rin1/Abl binding, biochemical; inhibition, % at 7.35 µM; 360,000 compounds, 0.4% hits; AID 588664; in the data active = inhibition above about 5%, passing the limit was not always enough
SKN-1 block – blocks SKN-1 activity in C. elegans; inhibition, % at 21.8 µM; C. elegans VP596 Pgst-4::GFP/RFP ratio, acrylamide-induced, 24 h; 360,000 compounds, 0.49% hits; AID 624304;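 active = interference check ratio from 0.5 to 1.5 plus GFP to RFP signal ratio inhibition reaching or exceeding a fixed threshold, cut at about 30% in these data, passing the limit was not always enough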; also: some compounds called inactive have numbers as strong as hits
* hit, by the source's call; i = inactive; nt = not tested or not shown; + = active, no number.

canonical_smiles	Neddyl block	FAS-TE inh	MT1-MMP act inh	PABP1 MLLE inh	NadD inh	CSN deneddyl inh	Rpn11 block	Rin1-Abl PPI inh	SKN-1 block
COc1ccc(NS(=O)(=O)c2ccc(NS(=O)(=O)c3ccc(C)cc3)cc2)nn1	i	4	1	7	3	-1	i	-4	24
CC(C)(C)CNC(=O)c1ccc2c(c1)S(=O)(=O)c1cc(Cl)ccc1C2=O	i	13	2	0	-3	4	i	6	9
CC(=O)Nc1cccc(NC=C(C#N)C#N)c1	i	0	2	12	-1	-2	i	-1	-7
O=C(N/N=C/c1cc(Cl)cc([N+](=O)[O-])c1O)c1cccc(S(=O)(=O)N2CCOCC2)c1	i	21	-5	-23	17	0	i	-2	20
O=C(CCN1C(=O)C2CC=CCC2C1=O)Nc1ccc(S(=O)(=O)N2CCCCC2)cc1 (stereo unspecified)	i	-5	-2	-1	-4	-2	i	3	7
C=C(C)CN(CC)C(=O)CSc1ccc(S(=O)(=O)N2CCN(C)CC2)cn1	i	-3	0	32	4	0	i	-2	13
CCOc1ccc(S(=O)(=O)N(CC)CC(=O)NCc2ccncc2)cc1C	i	-9	4	-2	4	1	i	1	11
CC(C)c1cc(C(=O)N/N=C/C(Br)=C/c2ccccc2)n[nH]1	i	6	-7	-15	-1	4	i	3	-15
COc1ccc(N2CCN(Cc3cc(=O)oc4cc(-c5ccccc5)c(O)cc34)CC2)cc1	i	-4	-4	-6	8	-2	i	0	-5
Cc1ccc(NC(=O)c2nc[nH]c2C(=O)N(C)CCO)cc1	i	-10	-2	-1	1	3	i	0	1
COc1ccc(NC2CCCN(C(=O)c3cccc(N4CCNC4=O)c3)C2)cc1 (stereo unspecified)	i	-4	-2	-4	1	-4	i	1	-2
COC(=O)C1SCC2C(=O)N(Cc3ccccc3)CC(=O)N21 (stereo unspecified)	i	-9	1	17	-4	4	i	0	6
CCc1c(C)sc(NC(=O)C2CC2c2ccccc2)c1C(N)=O (stereo unspecified)	i	1	6	13	-3	4	i	-4	-9
CCOc1ccc2nc(SCC(=O)c3ccc(Cl)s3)sc2c1	i	16	4	-69	0	10	+	-2	8
N=C1C(c2ccccc2)=C(O)CN1NC(=O)c1ccc(Cl)cc1	i	-5	nt	1	11	1	i	-3	-2
COc1ccc(OC)c(S(=O)(=O)Nc2ccccc2SC)c1	i	0	-3	4	-6	-1	i	-2	4
Oc1cc2c(cc1C(c1ccc(Cl)c(Cl)c1)N1CCCC1)OCO2 (stereo unspecified)	i	18	-1	30	13	5	i	1	8
Cc1ccc(Nc2nc(N)nc(CSC(=S)N3CCOCC3)n2)c(C)c1	i	-1	2	3	-4	-4	i	1	5
C=CCN1C(=O)/C(=C\c2cccs2)C(C(=O)OC)=C1C	i	-11	1	0	-5	-3	i	-6	4
COc1ccc2cc3c(N)nn(C(=O)c4ccccc4Cl)c3nc2c1	i	37	-6	4	-6	-7	i	-5	3
COc1ccccc1N(CC(=O)NCCSCc1ccccc1)S(=O)(=O)c1ccc(C)cc1	i	28	-12	5	-7	-4	i	0	8
Cc1ccccc1NC(=O)c1cc2c(=O)n3cccc(C)c3nc2s1	nt	-1	0	-6	13	3	i	1	4
CCn1c2ccccc2c2nnc(SCC(=O)NCc3cccs3)nc21	i	-10	5	-7	-2	-4	i	-1	-21
O=S(=O)(Cc1ccccc1)c1nc2ccccc2n1Cc1ccccn1	i	4	-1	8	-8	-7	i	1	-6
CC1Cc2nc(SCC(=O)NCc3ccco3)n(Cc3ccccc3)c(=O)c2S1 (stereo unspecified)	i	1	3	-62	-4	-1	i	-4	4
CCn1nc(C)c([N+](=O)[O-])c1C(=O)NNC(=O)c1ccc(Cl)cc1	i	-6	1	-5	-3	4	i	-4	-2
CO[C@H]1CN(C)C(=O)c2cc(NS(=O)(=O)c3ccccc3)ccc2OC[C@@H](C)N(Cc2ccccn2)C[C@@H]1C	i	nt	-1	nt	nt	1	nt	nt	9

Filtered by structure, the compounds so far containing a nitro group on carbon.
canonical_smiles	Neddyl block	FAS-TE inh	MT1-MMP act inh	PABP1 MLLE inh	NadD inh	CSN deneddyl inh	Rpn11 block	Rin1-Abl PPI inh	SKN-1 block
O=C(N/N=C/c1cc(Cl)cc([N+](=O)[O-])c1O)c1cccc(S(=O)(=O)N2CCOCC2)c1	i	21	-5	-23	17	0	i	-2	20
CCn1nc(C)c([N+](=O)[O-])c1C(=O)NNC(=O)c1ccc(Cl)cc1	i	-6	1	-5	-3	4	i	-4	-2

Ordered by count of non-hydrogen atoms (lowest first): some entries from above
canonical_smiles	Neddyl block	FAS-TE inh	MT1-MMP act inh	PABP1 MLLE inh	NadD inh	CSN deneddyl inh	Rpn11 block	Rin1-Abl PPI inh	SKN-1 block
CCOc1ccc2nc(SCC(=O)c3ccc(Cl)s3)sc2c1	i	16	4	-69	0	10	+	-2	8
CCn1nc(C)c([N+](=O)[O-])c1C(=O)NNC(=O)c1ccc(Cl)cc1	i	-6	1	-5	-3	4	i	-4	-2
Cc1ccccc1NC(=O)c1cc2c(=O)n3cccc(C)c3nc2s1	nt	-1	0	-6	13	3	i	1	4
